Screens as filed in PubChem BioAssay.
JNK3 inh = JNK3 kinase activity inhibitors, primary screen, biochemical, human, purified enzyme; AID 746, 2007; 0.61% of 60,000 active; inhibition, % at 8 µM; HTS; Mitogen-activated protein kinase 10 (Homo sapiens), P53779; in the data active = inhibition above about 17%;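 note: 0% = DMSO and 100% = reference inhibitor; many of its hits are not listed in these tables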
MMP-13 inhibitor = human MMP13 inhibitors, primary screen, biochemical, FRET peptide cleavage | MMP-13 fTHP FRET cleavage, Mca fluorescence | inhibition, % at 4 µM | 0.07% of 65,000 active;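 active = inhibition above the mean of compound-free control plate wells plus 3 SD, cut at about 14% in these data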;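 note: 0% = DMSO wells and 100% = wells with reference MMP-13 inhibitor after basal subtraction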
HEK293 NFkB inh = inhibitors of PMA/ionomycin-induced NF-kB reporter, primary screen, antigen receptor NF-kB inhibitor project, cell-based, HEK-293 luciferase reporter, luminescence | HEK-293 NF-kB luciferase reporter | inhibition, % at 3 µM | 0.21% of 62,000 active | AID 465, 2006;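 active = inhibition above the mean of all tested compounds plus 3 SD, cut at about 40% in these data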;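 note: 0% = stimulated DMSO wells and 100% = 10 µM reference inhibitor 5653914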
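System: NF-kB luciferase reporter HEK-293 cells | Replication: Single test | Control set: DMSO vs reference inhibitor | Evaluation: % inhibition | Schedule: 1 h pretreatment, 16 h stimulation, 37 °C | Probe or stimulus: PMA with ionomycin | Compound dosing: One dose, 3 µM | Detection: Luciferase luminescence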
DUSP1 inh = MKP-1 phosphatase inhibitors, primary screen, biochemical, in vitro | Dual specificity protein phosphatase 1 (Homo sapiens), P28562 | recombinant MKP-1, OMFP hydrolysis fluorescence | inhibition, %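 (compounds tested at a single concentration somewhere between 10 and 100 µM)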 | 0.15% of 65,000 active | AID 374, 2006;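 active = inhibition above about 50%, limit read from the data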;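 note: 0% = DMSO max control wells and 100% = wells with enzyme stopped by NaOH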
TNAP act DEA = human TNAP enzyme activators, primary screen, biochemical, luminescent, intermediate phosphate acceptor level | AID 813, 2007 | activation factor at 20 µM | purified TNAP, CDP-star luminescence, 100 mM DEA, 30 min; active compounds read high; scale: 0 levamisole-inhibited, 1 vehicle-only enzyme | Alkaline phosphatase, tissue-nonspecific isozyme (Homo sapiens), P05186 | 64,000 tested, under 10 active;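 active = activation factor of at least 2 at 20 µM, relative to controls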
PKA inh = inhibitors of human PKA kinase activity, primary screen, biochemical, ATP-depletion luminescence, Kemptide substrate; cAMP-dependent protein kinase catalytic subunit alpha (Homo sapiens), P17612; PKA Kemptide phosphorylation, Kinase-Glo ATP luminescence; inhibition, % at 6 µM; 0.1% of 65,000 active; AID 524, 2006;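 active = inhibition above the screen-wide mean inhibition plus 3 SD, cut at about 21% in these data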; note: many of its hits are not listed in these tables
ROCK2 inh = inhibitors of human ROCK2 kinase, primary screen, biochemical, high-throughput, luminescence; Rho-associated protein kinase 2 (Homo sapiens), O75116; purified ROCK2, Kinase-Glo ATP depletion luminescence; inhibition, % at 6 µM; 0.35% of 60,000 active; AID 604, 2007;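 active = inhibition above the screen-wide mean inhibition plus 3 SD, cut at about 18% in these data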;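 note: plate controls were DMSO wells for no effect and Y-27632 control wells after no-enzyme background subtraction for full effect; many of its hits are not listed in these tables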
Target sequence (O75116 whole entry, looked up): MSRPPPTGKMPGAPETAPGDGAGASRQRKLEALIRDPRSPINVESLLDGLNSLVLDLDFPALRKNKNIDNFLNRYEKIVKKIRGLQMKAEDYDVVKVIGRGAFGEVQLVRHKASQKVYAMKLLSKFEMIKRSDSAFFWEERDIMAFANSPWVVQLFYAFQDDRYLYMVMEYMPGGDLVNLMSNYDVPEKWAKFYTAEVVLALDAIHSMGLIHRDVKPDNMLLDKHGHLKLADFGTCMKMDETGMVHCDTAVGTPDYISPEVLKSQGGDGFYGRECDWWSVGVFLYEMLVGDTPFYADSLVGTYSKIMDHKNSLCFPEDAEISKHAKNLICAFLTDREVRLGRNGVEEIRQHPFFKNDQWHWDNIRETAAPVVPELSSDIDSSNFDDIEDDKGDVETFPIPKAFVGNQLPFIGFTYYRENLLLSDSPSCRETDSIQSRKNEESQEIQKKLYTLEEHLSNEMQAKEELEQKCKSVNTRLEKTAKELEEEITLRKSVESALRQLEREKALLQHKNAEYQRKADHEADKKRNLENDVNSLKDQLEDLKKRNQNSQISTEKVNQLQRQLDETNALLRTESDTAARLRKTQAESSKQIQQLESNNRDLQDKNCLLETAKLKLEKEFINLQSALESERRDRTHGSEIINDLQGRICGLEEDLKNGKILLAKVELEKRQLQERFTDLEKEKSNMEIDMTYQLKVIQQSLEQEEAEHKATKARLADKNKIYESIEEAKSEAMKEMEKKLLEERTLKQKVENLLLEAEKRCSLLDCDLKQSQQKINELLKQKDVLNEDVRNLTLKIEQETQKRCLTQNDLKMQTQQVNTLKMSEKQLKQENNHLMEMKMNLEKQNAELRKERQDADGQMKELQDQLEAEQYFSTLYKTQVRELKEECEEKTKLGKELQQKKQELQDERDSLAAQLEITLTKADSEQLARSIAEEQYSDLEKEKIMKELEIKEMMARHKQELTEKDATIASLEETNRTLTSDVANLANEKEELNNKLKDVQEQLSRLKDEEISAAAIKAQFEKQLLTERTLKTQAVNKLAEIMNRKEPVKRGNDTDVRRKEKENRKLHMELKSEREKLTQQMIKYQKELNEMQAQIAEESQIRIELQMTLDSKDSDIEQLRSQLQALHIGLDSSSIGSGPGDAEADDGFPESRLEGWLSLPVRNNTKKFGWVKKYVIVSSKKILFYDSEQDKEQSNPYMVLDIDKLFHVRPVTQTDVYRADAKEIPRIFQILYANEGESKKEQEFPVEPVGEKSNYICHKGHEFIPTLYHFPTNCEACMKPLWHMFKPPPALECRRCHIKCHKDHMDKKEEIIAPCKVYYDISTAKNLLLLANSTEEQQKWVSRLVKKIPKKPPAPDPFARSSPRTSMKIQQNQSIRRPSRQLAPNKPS
Cdc25B block = inhibitors of Cdc25B phosphatase catalytic domain, primary screen, biochemical, OMFP fluorescence. recombinant Cdc25B, OMFP fluorescence Ex485/Em525. inhibition, %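 (compounds tested at 10 µM final in the well)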. 0.1% of 65,000 active. AID 368, 2006. M-phase inducer phosphatase 2 (Homo sapiens), P30305; in the data active = inhibition above about 50%
Jurkat viability = cytotoxicity toward Jurkat T cells, primary screen, cytotoxicity control, cell-based, Jurkat E6.1, 60K MLSMR library | AID 463, 2006 | 1.2% of 56,000 active | Jurkat E6.1 viability, ATP luminescence, 48 h | inhibition, % at 4 µM;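 active = inhibition above the mean inhibition of all tested compounds plus 3 SD, cut at about 28% in these data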
Numbers without * were called inactive; · = no result given; [ ] = dose if it differs, or a comment. Compounds as they come. Share with any hit: about 1.9%.

SMILES | JNK3 inh | MMP-13 inhibitor | HEK293 NFkB inh | DUSP1 inh | TNAP act DEA | PKA inh | ROCK2 inh | Cdc25B block | Jurkat viability
CS(=O)(=O)N(CC(=O)NCc1cccnc1)Cc1ccc(Cl)cc1 | 0 | 4 | 4 | -4 | 1 | 9 | 5 | 0 | -1
Cc1ccc(S(=O)(=O)NCCCC(=O)C=[N+]=[N-])cc1 | -3 | 2 | 18 | -6 | 0.8 | 3 | 7 | 5 | 2
Cc1ccc(SCCC(=O)N2CCC(C(N)=O)CC2)cc1 | -3 | -4 | -1 | 5 | 0.9 | 3 | 4 | 13 | 1
CC(C)n1c(SCC(=O)N2c3ccccc3Sc3ccccc32)nc2c1c(=O)n(C)c(=O)n2C | -2 | 2 | -10 | 3 | 1 | 3 | 3 | -17 | 0
Cc1csc(NC(=O)c2cccc(S(=O)(=O)N3CCCCC3)c2)n1 | 4 | -2 | 10 | 2 | 0.9 | 11 | 7 | -9 | 2
Cc1cc2ccccc2n1CCNC(=O)c1ccc(S(=O)(=O)N2CCOCC2)cc1 | -4 | -2 | 1 | 7 | 1 | 7 | 10 | 0 | 6
COCc1nnc(NC(=O)CSc2ccccc2)s1 | 1 | -2 | 7 | -4 | 0.9 | 6 | 3 | 24 | -2
CCOC(=O)C1CCCN(c2c(NCCCN(C)c3ccccc3)c(=O)c2=O)C1 (configuration not stated) | -2 | 2 | -8 | 1 | 1.1 | 0 | 0 | -6 | 3
Cc1nc2ccccn2c1/C(O)=C1\C(=O)C(=O)N(CCN2CCOCC2)C1c1cccnc1 (configuration not stated) | 2 | -5 | 20 | 2 | 0.9 | 2 | 3 | 1 | 1
CCC(NC(=O)Nc1ncccc1C)(C(F)(F)F)C(F)(F)F | -6 | -6 | · | -21 | 0.9 | 1 | -9 | -23 | ·
Cc1nc2ccccc2nc1OCC(=O)N1CCN(c2ccccc2)CC1 | -6 | 0 | 9 | 3 | 1 | 7 | 6 | 7 | 1
Fc1ccc(-c2nc3n(n2)Cc2ccccc2-3)cc1 | 8 | -3 | -47 | 9 | 0.8 | -8 | -32 | 47 | 13
COc1cccc(C2C(C(=O)c3ccc(C)o3)=C(O)C(=O)N2CCCN(C)C)c1 (configuration not stated) | -2 | 0 | -9 | 3 | 1 | 7 | 3 | 3 | 2
O=C(CCCNS(=O)(=O)c1cccs1)N1CCN(c2ccc(F)cc2)CC1 | · | 4 | 13 | 8 | 0.9 | 7 | · | -4 | ·
Cn1c(=O)oc2cc(S(=O)(=O)N3CCC(N4CCCCC4)CC3)ccc21 | 5 | 0 | 2 | 5 | 1.1 | 4 | -1 | -6 | -7

4 compounds from above, sorted by their value in DUSP1 inh, descending:
structure	DUSP1 inh
O=C(CCCNS(=O)(=O)c1cccs1)N1CCN(c2ccc(F)cc2)CC1	8
Cc1ccc(SCCC(=O)N2CCC(C(N)=O)CC2)cc1	5
CC(C)n1c(SCC(=O)N2c3ccccc3Sc3ccccc32)nc2c1c(=O)n(C)c(=O)n2C	3
CCOC(=O)C1CCCN(c2c(NCCCN(C)c3ccccc3)c(=O)c2=O)C1 (configuration not stated)	1

Next compounds
SMILES | JNK3 inh | MMP-13 inhibitor | HEK293 NFkB inh | DUSP1 inh | TNAP act DEA | PKA inh | ROCK2 inh | Cdc25B block | Jurkat viability
CCc1nc2ccccc2n(CCOCCOCCn2c(=O)c(CC)nc3ccccc32)c1=O | 9 | 0 | 11 | -12 | 0.9 | -3 | 1 | 1 | -5
CC(C)C(=O)Nc1nc2c(ncn2C2CC(O)C(CO)O2)c(=O)[nH]1 (configuration not stated) | -1 | 11 | 0 | 3 | 0.9 | -5 | 1 | -3 | 5
CCOCCSC1=C(C#N)C(c2cccs2)C(C(C)=O)=C(C)N1 (configuration not stated) | 0 | 0 | 11 | 0 | 0.9 | 2 | 3 | -9 | 2
CCCCn1c(NC(=O)c2ccccc2Cl)c(C#N)c2nc3ccccc3nc21 | 0 | -36 | 11 | 30 | 1 | -4 | 0 | 25 | 22
CC(C)=CC/C=C1\CCC(C(=O)O)C(C(=O)O)C1 (configuration not stated) | -1 | -1 | 13 | 2 | 1 | 12 | 4 | -5 | -3
Cc1ccc(N2C(=O)CSC2c2cccs2)cc1 (configuration not stated) | 4 | -1 | 3 | 19 | 0.9 | -2 | 1 | 7 | 7
COC(=O)c1[nH]nc2c1C(=O)N(Cc1ccccc1)C2=O | 4 | 1 | 2 | 8 | 1 | 1 | 1 | 0 | -1
O=C(CN1CCOCC1)Nc1c2c(nc3c1CCC3)CCC2 | -7 | -2 | 12 | -13 | 0.9 | -3 | 1 | -6 | 2
O=C(NCC(c1cccnc1)N1CCN(c2ccc(F)cc2)CC1)c1ccc(F)cc1 (configuration not stated) | 0 | 4 | 20 | 4 | 0.9 | -1 | 0 | 7 | 7
COC(=O)c1cc(-c2c(C)oc3cc(O)ccc3c2=O)c(C)o1 | -1 | -61[fluorescence artefact?] | 8 | -3 | 0.9 | 7 | 9 | 2 | -7
O=C(COc1ccccc1)Nc1ccc(S(=O)(=O)NCc2ccco2)cc1 | 4 | 3 | -12 | -28 | 0.9 | 2 | 10 | -4 | -2
CCn1c(SCC(=O)Nc2cc(NC(C)=O)ccc2OC)nnc1-c1ccccn1 | 2 | 2 | 9 | 6 | 1 | 2 | 4 | -7 | 0
Cc1cc(C)c2cc(CN(CCO)C(=O)Nc3ccc(Cl)cc3)c(=O)[nH]c2c1 | 4 | 1 | 4 | 15 | 1 | -4 | 5 | -5 | 2
CCOC(=O)CSc1nnc(CNC(=O)c2cc(OC)c(OC)c(OC)c2)n1C | 0 | 0 | 10 | 3 | 0.9 | 0 | -1 | -23 | -1
O=S(=O)(Cc1ccccc1)N1CCCC1 | -3 | -1 | -1 | -12 | 1.1 | 6 | 6 | -9 | -7
COc1cc(Cl)c(C)cc1NC(=O)CSC | 15 | -3 | -5 | -16 | 0.8 | 9 | 5 | -5 | -1
N#C/C(=C1/CCCCCN1)c1nnc2n1CCCCC2 | -2 | 1 | 13 | 5 | 0.9 | 3 | 4 | -9 | 5
CC(=O)N(CC1CCCO1)C1(C(=O)NC2CCCC2)CCCCC1 (configuration not stated) | · | 5 | 15 | -25 | 1 | -6 | · | -12 | ·
Cn1c(=O)[nH]c(=O)c2c1nc(N1CCCCCC1)n2CCSc1nc2ccccc2[nH]1 | -5 | 3 | 21 | -32 | 1 | 8 | 2 | 6 | 3
CCCCC(=O)N(c1ccc(C)c(C)c1)C1C=CS(=O)(=O)C1 (configuration not stated) | -3 | 0 | 12 | 2 | 0.9 | -1 | 2 | -8 | -1
Cc1nnc2n(Cc3ccccc3)c(=O)c3c4c(sc3n12)CN(Cc1ccccc1)CC4 | 0 | -7 | · | -4 | 0.8 | 2 | -11 | -14 | ·
CCOC(=O)CSc1nc2cc(C(=O)NCC3CCCO3)ccc2c(=O)n1Cc1ccco1 (configuration not stated) | · | 4 | 4 | 9 | 1 | 0 | · | -20 | ·
CCC(=O)N1CCN(c2ccc(NC(=O)c3cc4ccccc4o3)cc2Cl)CC1 | 2 | 4 | 12 | 10 | 0.9 | -1 | 10 | -2 | 23
COc1ccc(N2CCN(CCNC(=O)CCS(=O)(=O)c3cccc4nsnc34)CC2)cc1 | · | 0 | 16 | 5 | 0.9 | -3 | · | 5 | ·
CCc1ccccc1N(CC)C(=O)c1cn(CC)c(=O)c2cc(OC)c(OC)cc12 | -4 | -4 | 4 | 27 | 0.9 | 12 | 10 | -12 | -2
O=C(NCc1ccc2c(c1)OCO2)c1cccs1 | 2 | 4 | 10 | 2 | 0.9 | 13 | 8 | -19 | 2
Cc1ccc(S(=O)(=O)NCC(=O)N(CC(=O)NCc2ccccc2)CC2CCCO2)cc1 (configuration not stated) | 4 | 2 | 17 | 2 | 1 | -4 | 2 | -6 | -3
CCCCCOc1ccccc1C(=O)NCCCC(=O)O | -5 | 3 | · | -10 | 0.9 | 4 | -7 | 0 | ·
CC(C)Nc1nc(NC(C)C)nc(Oc2ccc(/C=N/O)cc2)n1 | 4 | 4 | 18 | -3 | 0.9 | 6 | 6 | -8 | 1
Cc1cccc(C(=O)NC2CCN(CC(=O)N3CCOCC3)CC2)c1 | 2 | 2 | -10 | 5 | 1 | -3 | -4 | 0 | 1
CC(=O)NC(CCS(C)(=O)=O)C(=O)Nc1cccc2ccccc12 (configuration not stated) | 4 | -1 | 7 | 5 | 0.8 | 6 | 4 | 0 | -8
CC(C)C12CN3CC(C(C)C)(CN(C1)C3c1ccc3c(c1)OCO3)C2=O (configuration not stated) | -4 | 0 | 11 | 2 | 0.8 | 6 | 0 | 2 | 0
O=C(Nc1ccccc1N1CCN(c2ccccc2)CC1)c1cccc(F)c1 | 1 | -4 | 15 | 11 | 0.8 | 3 | -1 | -9 | 7
CCC(C)[C@H](NC(=O)Nc1cccc(OC)c1)C(=O)OC (some centres not stated) | -2 | 1 | 6 | -24 | 0.9 | 6 | 7 | -6 | -2
CCOC(=O)c1ccccc1NC(=O)Cn1cnc2c(cnn2-c2ccc(OC)cc2)c1=O | 0 | -1 | 20 | -18 | 0.9 | 10 | 7 | -10 | -2
O=c1/c(=C/c2ccco2)sc2nc(-c3ccccc3Br)nn12 | -2 | 6 | 5 | -5 | 0.4 | 7 | 5 | 2 | 2
CCn1cc(C(=O)N2CCN(C(=O)c3ccco3)CC2)c2cc(OC)c(OC)cc2c1=O | -4 | 2 | 1 | 8 | 1 | 9 | 9 | -2 | 2
Cn1c(=O)c2c(ncn2CC(O)CNc2ccc(Br)cc2)n(C)c1=O (configuration not stated) | -7 | 1 | 8 | 11 | 0.8 | 6 | 7 | -5 | -2
CS(=O)(=O)N1CCN(CC2CC3C=CC2C3)CC1 (configuration not stated) | 1 | -2 | 16 | -2 | 0.9 | 13 | 4 | -13 | -4
Cc1cc(C)n2cc(CSC3=NCCS3)nc2n1 | 1 | -130[fluorescence artefact?] | 20 | -3 | 0.9 | 2 | 4 | -15 | -5
CCC(=O)N1CCN(C(=O)CC)C1c1ccccc1 | 6 | -4 | 14 | 5 | 0.8 | 13 | 8 | -7 | -7
Cc1ccc(Nc2nc(N)nc(CN3CCN(c4ccccc4F)CC3)n2)cc1 | 0 | 3 | 6 | 7 | 1 | -1 | -4 | 3 | 10
C=CCc1ccccc1OCC(O)CN(C(C)C)C(C)C (configuration not stated) | 6 | 4 | 5 | -2 | 0.9 | 8 | 2 | -31 | 5
CC1(C)Cc2c(C#N)c(NCCN3CCOCC3)nc(-c3ccco3)c2CO1 | 0 | -13 | · | -11 | 0.9 | 1 | 5 | -25 | ·
